# High-throughput results from PubChem BioAssay.
# TRb SRC2 PPI: disrupts binding of human TR beta to SRC2; P10828; TRbeta-SRC2 peptide binding, fluorescence polarization; receptor liganded with 1 µM T3; Potency, µM (top dose mostly 106 µM), for the others: top-dose activity change, negative = inhibition, usual class: inhibitors; 0.065% of 280,000 active;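 note: plate controls were bound peptide for no effect and peptide without receptor for full effect; nearly all actives have a fitted effect of over 50% in size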
# Target sequence (P10828 whole entry, looked up): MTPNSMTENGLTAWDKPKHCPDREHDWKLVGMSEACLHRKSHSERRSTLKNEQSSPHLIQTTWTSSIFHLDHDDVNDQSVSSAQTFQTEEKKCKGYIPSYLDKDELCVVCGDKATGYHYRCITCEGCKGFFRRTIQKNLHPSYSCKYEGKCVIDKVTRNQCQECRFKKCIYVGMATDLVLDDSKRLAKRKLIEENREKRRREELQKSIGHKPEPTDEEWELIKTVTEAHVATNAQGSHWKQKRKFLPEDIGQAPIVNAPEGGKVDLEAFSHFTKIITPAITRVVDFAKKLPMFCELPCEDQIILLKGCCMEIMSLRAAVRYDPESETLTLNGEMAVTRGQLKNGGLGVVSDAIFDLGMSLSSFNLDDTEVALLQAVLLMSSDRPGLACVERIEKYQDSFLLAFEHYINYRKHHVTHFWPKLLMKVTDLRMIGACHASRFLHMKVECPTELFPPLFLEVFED
#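 Human TRb LBD (0.6 uM) plus Texas Red-labeled SRC2 peptide (20 nM), 1uM T3, 5% DMSO, 5 hr at ambient temperature. Decreased polarization (555/632 nm) flags inhibition; data normalized to free and bound peptide controls.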
# GAA glycogen: inhibitors or activators of human alpha-glucosidase glycogen cleavage; P10253; recombinant GAA, glycogen substrate, Amplex Red glucose oxidase fluorescence; Potency, µM (highest dose often 76.4 µM), for inactives: at the highest dose activity change, negative = inhibition, usual class: inhibitors; 0.38% of 300,000 active; AID 2100;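 note: 0% = full enzyme reaction and -100% = no-enzyme basal signal; the screen sought inhibitors and activators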
#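 qHTS, 1536-well; enzyme 4 nM final; cpd up to 77 uM; substrate bovine liver glycogen 30 ug; 50 mM citrate/phosphate pH 5.0, 0.01% Tween-20; 37 C, 40 min; Amplex Red detection 45 min RT; Hill fit → AC50.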
# TR SRC2 fluor cs: Texas Red fluorescence interference in TRb-SRC2 counter-screen. TRb/SRC2 Texas Red total fluorescence interference. AID 1479. Potency, µM (top dose mostly 106 µM), for inactives: at the top dose fluorescence change, negative = quenching. 0.29% of 280,000 active; active = well fitted curve in either direction with a large enough effect; inconclusive = small, poorly fitted or top-dose-only effect
#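 Human TRb ligand-binding domain at 0.6 uM with 20 nM Texas Red SRC2 peptide in Tris buffer containing 1 uM T3 and 5% DMSO, incubated with compound 5 h at ambient temperature. Total fluorescence (555/632 nm) calculated as parallel + 2 × perpendicular.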
# * = called active by the depositor; ? = inconclusive; & = joins results of further samples; [ ] = dose if it differs, or a comment. Unless noted, calls come from the whole dose curve; as a rule, active = well fitted curve in the direction sought with a large enough effect; inconclusive = small, poorly fitted or top-dose-only effect, or another doubt; inactive = no such curve, though single readings can be large; an effect the other way counts as inactive or inconclusive. Unless noted, % is set by controls: 0 for no effect and ±100 for the full control effect; potency is the fitted concentration of half-maximal effect.
structure,TRb SRC2 PPI,GAA glycogen,TR SRC2 fluor cs
Cc1ccc(-c2nonc2NC(=O)c2ccc(F)cc2)cc1C,-10%,-3%[76.3 µM],-2%
COc1ccccc1C(=O)N(c1ccc(C)cc1)S(=O)(=O)c1ccc(Cl)cc1,9%,-6%[76.3 µM],-4%
Cc1oc2cc3oc(=O)c(CC(=O)NCc4ccccc4)c(C)c3cc2c1C,-19%,2%[76.3 µM],0%
CCN(CCCNC(=O)c1cc2c(=O)[nH]c3ccccc3c2s1)c1ccccc1,6%,15%[76.3 µM],-1%
CC(C)c1ccc(Nc2c(-c3ccccc3O)nc3cnccn23)cc1,6%,?,-3%
CCN(C(=O)c1cc2c(=O)oc3ccc(C)cc3c2s1)c1ccccc1C,-1%,1%[76.3 µM],-3%
Cc1nc2c(C(=O)N(C)Cc3ccccc3)c[nH]n2c(=O)c1Cc1ccc(Cl)cc1,-21%[53 µM],5%[76.3 µM],?
CCc1cccc(C)c1Nc1c(-c2cccs2)nc2nc(C)cc(C)n12,-4%,-28%[76.3 µM],-1%
Cc1nn(-c2ccccc2)c(-n2cccc2)c1C(=O)N1CCN(c2ccccc2)CC1,-2%,22%[76.3 µM],1%
CCOc1ccccc1NS(=O)(=O)c1ccc2c(c1)CC(C)N2C(=O)C1CC1 (stereo unspecified),2%,7%[76.3 µM],-2%
Cc1ccnc(NC(c2ccccc2F)c2ccc3cccnc3c2O)c1 (stereo unspecified),10%,-19%[76.3 µM],-22%
Cc1cc(Cl)ccc1NC(=O)CSc1nc2c(c(=O)[nH]1)CCC2,-11%,-4%[76.3 µM],0%
Cc1cccc2c1-c1sc(C(=O)NCc3ccccc3Cl)cc1CO2,1%,-16%[76.3 µM],-1%
CC(=O)c1ccc(NS(=O)(=O)c2ccc(Br)s2)cc1,1%,11%[76.3 µM],9%
Cc1cccc(Cn2nnc(C(=O)Nc3cc(C)ccc3C)c2N)c1,2%,-2%[76.3 µM],-2%

# Retrieved by compound from the list above, 3 records:
structure,TRb SRC2 PPI,GAA glycogen,TR SRC2 fluor cs
CC(C)c1ccc(Nc2c(-c3ccccc3O)nc3cnccn23)cc1,6%,?,-3%
Cc1cccc2c1-c1sc(C(=O)NCc3ccccc3Cl)cc1CO2,1%,-16%[76.3 µM],-1%
Cc1oc2cc3oc(=O)c(CC(=O)NCc4ccccc4)c(C)c3cc2c1C,-19%,2%[76.3 µM],0%

# (next part)
structure,TRb SRC2 PPI,GAA glycogen,TR SRC2 fluor cs
CCOC(=O)c1cccc(NC(=O)CN2C(=O)CC(C)(C)Sc3ccccc32)c1,2%,-1%[76.3 µM],-6%
COc1ccccc1Cn1cc(C(=O)c2ccccc2)c(=O)c2cc(OC)c(OC)cc21,7%,14%[76.3 µM],4%
CCCCNC(=O)C1CCN(C(=O)N2CC(C)Oc3ccc(Cl)cc32)CC1 (stereo unspecified),-3%,5%[76.3 µM],6%
Oc1cccc(-c2nc3ncccn3c2Nc2cccc(C(F)(F)F)c2)c1,-7%,?,-1%
O=C(CSc1nnc(-c2ccc(Cl)cc2)o1)c1ccc([N+](=O)[O-])cc1,10%,5%[76.3 µM],0%
Cc1ccc(N2CCN(c3nc4ccccc4n4nnnc34)CC2)c(C)c1,7%,14%[76.3 µM],-2%
COc1ccccc1NC(=O)c1sc2nc(-c3cc4ccccc4oc3=O)[nH]c(=O)c2c1C,-10%,-18%[76.3 µM],9%
CCC(Sc1nc2nccnc2c(=O)n1Cc1ccc(OC)cc1)C(=O)NC1CCCCC1 (stereo unspecified),-4%,2%[76.3 µM],5%
COc1cccc(-c2nc(CS(=O)(=O)CC(=O)NCc3ccc(C)cc3)c(C)o2)c1,-4%,13%[76.3 µM],1%
COc1ccc(NC(=O)CCS(=O)(=O)c2nc(-c3cccs3)cc(C(F)(F)F)n2)cc1,-2%,8%[76.3 µM],-3%
c1ccc(C(c2cccs2)c2c[nH]c3ccccc23)cc1 (stereo unspecified),9%,0%[76.3 µM],5%
Cc1ccc(NC(=O)Cn2c(=O)n(-c3ccc(CC(=O)NCC4CCCO4)cc3)c(=O)c3ccccc32)cc1 (stereo unspecified),10%,11%[76.3 µM],-18%
O=C1CC(c2ccccc2)Sc2ccccc2N1Cc1ccccc1F (stereo unspecified),3%,7%[76.3 µM],-3%
CN(C)CCNc1oc(-c2ccc(COc3ccc(Cl)cc3)o2)nc1C#N,-7%,?,1%
CCn1c(=O)c2cc(C(=O)N(CCCOC(C)C)Cc3ccco3)sc2c2ccccc21,-5%,9%[76.3 µM],-11%
CCc1ccccc1NC(=O)c1ccc2c(O)c(S(=O)(=O)c3ccccc3)c(=O)[nH]c2c1,1%,2%[76.3 µM],-1%
CC(=O)c1cccc(Nc2nc(-c3ccccc3Cl)nc3ccccc23)c1,11%,14%[76.3 µM],-14%
COc1ccc(N2C(=O)C(CC(=O)Nc3ccc(F)cc3)N(Cc3ccc4c(c3)OCO4)C2=O)cc1 (stereo unspecified),3%,-9%[76.3 µM],-3%
COc1ccc(-c2cn3c(n2)sc2cc(C(=O)Nc4ccc(F)cc4)ccc23)cc1,2%,-4%[76.3 µM],-8%
CC(CNS(=O)(=O)c1ccc2c(c1)CC(=O)N2C)c1ccccc1 (stereo unspecified),-1%,-12%&11%[76.3 µM],4%
CCCN(C(=O)CCNC(=O)Cn1cnc2ccccc2c1=O)c1cccc(C)c1,5%,14%[76.3 µM],1%
Cc1ccc(C)c(CN2C(=O)c3ccccc3S(=O)(=O)c3ccc(C(=O)NCc4ccccc4)cc32)c1,-1%,-15%[76.3 µM],0%
CC(C)OCCCN(Cc1ccco1)C(=O)c1cc2c(s1)-c1ccccc1OC2,4%,-15%[76.3 µM],0%
CCOc1ccc(-c2nonc2NC(=O)c2ccco2)cc1OCC,0%,13%[76.3 µM],-14%
CC1=C(C(=O)Nc2cccnc2)C(c2ccccc2)n2nc(SCc3ccccc3Cl)nc2N1 (stereo unspecified),3%,14%[76.3 µM],-1%
Cc1ccccc1NC(=O)Cn1c(=O)n(Cc2ccco2)c(=O)c2cccnc21,3%,9%[76.3 µM],-21%
COc1ccc(NC(=O)CC2C(=O)N(c3ccc(F)cc3)C(=O)N2CCc2sccc2C)cc1 (stereo unspecified),-2%,7%[76.3 µM],-3%
CCOc1ccccc1CNC(=O)CCC(=O)N1CCSc2ccccc21,-7%,-3%[76.3 µM],1%
Cc1cc2c(n1-c1ccc(C(=O)NCCc3ccccc3)cc1)CCC(C)C2 (stereo unspecified),2%,1%[76.3 µM],-2%
Cc1cccc(C)c1OCC(=O)Nc1c(C(=O)c2ccc(Br)cc2)oc2ccccc12,2%,12%[76.3 µM],5%
CCCCN(Cc1ccccc1)S(=O)(=O)c1cc(Br)cc2c1N(C(C)=O)CC2,8%,-4%[76.3 µM],-2%
COc1ccccc1C(=O)Oc1ccc(C(c2c(C)[nH][nH]c2=O)c2c(C)[nH][nH]c2=O)cc1,4%,?,-2%
CCCN(CCC)c1nc(-c2ccccc2F)nc2ccccc12,3%,-10%[76.3 µM],9%
CCN(CC)CCOC(=O)c1ccc(NC(=O)c2cc3c(=O)n(CC)c4ccccc4c3s2)cc1,-1%,-5%[76.3 µM],?
CCOc1ccc(CCNC(=O)c2ccc3c(c2)N(Cc2ccc(F)cc2)CCS3)cc1,-9%,1%[76.3 µM],1%
Cc1c(C(=O)Nc2cccc(C#N)c2)sc2nc3n(c(=O)c12)CCCCC3,0%,-5%[76.3 µM],7%
COc1ccc(-c2cc(C(=O)Nc3ccc4c(c3)OCO4)no2)cc1,1%,-5%&-3%[76.3 µM],0%
CCCCC(=O)Nc1ccc2nc(SCC(=O)N3CCc4ccccc43)sc2c1,3%,14%[76.3 µM],-18%
O=C(CSc1cn(CC(=O)N2CCCC2)c2ccccc12)Nc1ccc(Cl)cc1,-4%,16%[76.3 µM],1%
c1ccc(Nc2c(-c3ccccc3)nc3ncccn23)cc1,-10%,?,1%
Cc1ccc(NC(=O)Cn2c(=O)n(CC(=O)NCCc3ccccc3)c(=O)c3ccccc32)cc1C,-4%,15%[76.3 µM],-1%
CCOc1ccc(C(=O)Nc2ccc(-c3nc4cc(CC)ccc4o3)cc2)cc1,-1%,7%[76.3 µM],5%
Cc1ccc(Cl)cc1NC(=O)CN1C(=O)CSc2ccc(S(=O)(=O)N3CCCC3)cc21,4%,-9%[76.3 µM],-2%
COc1ccccc1CCNC(=O)CCc1c(C)c2cc3c(C)coc3cc2oc1=O,3%,9%[76.3 µM],3%
CCOc1cccc(C2c3c(-c4cc(C)ccc4O)n[nH]c3C(=O)N2Cc2ccco2)c1 (stereo unspecified),-8%,-16%[76.3 µM],0%

# The final 3 entries of the section above lead into the next.
structure,TRb SRC2 PPI,GAA glycogen,TR SRC2 fluor cs
Cc1ccc(Cl)cc1NC(=O)CN1C(=O)CSc2ccc(S(=O)(=O)N3CCCC3)cc21,4%,-9%[76.3 µM],-2%
COc1ccccc1CCNC(=O)CCc1c(C)c2cc3c(C)coc3cc2oc1=O,3%,9%[76.3 µM],3%
CCOc1cccc(C2c3c(-c4cc(C)ccc4O)n[nH]c3C(=O)N2Cc2ccco2)c1 (stereo unspecified),-8%,-16%[76.3 µM],0%
Cc1ccc(-c2ccc(CCC(=O)O)n2-c2ccc(C(N)=O)cc2)cc1,8%,-22%[76.3 µM],8%
Cc1cc(C)c2c(=O)cc(C(=O)Nc3ccc(S(=O)(=O)Nc4nc(C)cc(C)n4)cc3)oc2c1,15%,-1%[76.3 µM],3%
CCC(C(=O)Nc1ccc(C(=O)OC)cc1)n1nc(-c2ccc(C)cc2)c2c(c1=O)CCCC2 (stereo unspecified),2%,-16%[76.3 µM],0%
CC(C)c1ccc(OCC(=O)NCC(c2ccc(Cl)cc2)N2CCOCC2)cc1 (stereo unspecified),2%,9%[76.3 µM],-40%
Cc1ccc2c(CC(=O)Nc3ccccc3C(F)(F)F)coc2c1C,-2%,-3%[76.3 µM],-2%
COc1ccc(CNC(=O)c2cnn(-c3ccccc3)c2-n2cccc2)cc1OC,4%,-4%[76.3 µM],8%
Cc1cc(S(=O)(=O)Nc2cc3c(cc2Cl)n(C)c(=O)c(=O)n3C)ccc1F,-13%,17%[76.3 µM],-1%
CCS(=O)(=O)c1ncc(Cl)c(C(=O)Nc2c(C(=O)c3ccc(C)cc3)oc3ccccc23)n1,3%,7%[76.3 µM],-26%
CCSc1nnc2c(n1)OC(c1ccc(OC)c(OC)c1)N(C(C)=O)c1ccccc1-2 (stereo unspecified),10%,7%[76.3 µM],-1%
NC(=O)c1nc(-c2ccc(F)c(F)c2)nc2c1[nH]c(=O)n2-c1cccc(Cl)c1,2%,9%[76.3 µM],-2%
CCCCN(CC)CCNC(=O)C1CCN(S(=O)(=O)c2cccc3nsnc23)CC1,3%,13%[76.3 µM],-6%
CC(=O)c1cccc(NC(=O)CCc2c(C)nc3nc(CN)nn3c2C)c1,1%,13%[76.3 µM],-2%
CCOc1ccccc1-c1nc(-c2ccc(-c3ccccc3)nc2OCC)no1,7%,11%[76.3 µM],-19%
COc1ccc(NC(=O)CN(c2cc(C)cc(C)c2)S(=O)(=O)c2c(C)noc2C)cc1Cl,-7%,10%[76.3 µM],-1%
Cc1ccc2oc(-c3ccc(C)c(NC(=O)c4ccc(C(C)(C)C)cc4)c3)nc2c1,12%,-16%[76.3 µM],2%
Cc1cc2[nH]c(=O)c(=O)[nH]c2cc1S(=O)(=O)Nc1ccc(OC(F)(F)F)cc1,4%,-5%[76.3 µM],-2%
COc1ccc(N2CCN(C(=O)c3nc(-c4ccc(Cl)cc4)n4c3CCCCC4)CC2)cc1,4%,14%[76.3 µM],1%
Cc1cc(C)c(CSc2nnc(C)n3c2cc2occc23)c(C)c1,0%,-4%[76.3 µM],-1%
CC(=O)c1cccc(NC(=O)CCc2c(C)nc3c(-c4ccc(F)cc4)c(C)nn3c2C)c1,-3%,-2%[76.3 µM],?
COc1ccc(-c2nc3n(n2)C(c2ccccc2F)C(C(=O)Nc2cccnc2)=C(C)N3)cc1OC (stereo unspecified),4%,-18%[76.3 µM],-3%

# The list is partial, so the mix of outcomes need not match the whole.
